Hck Nef HTS – inhibitors of human Hck kinase activated by Nef; P08631; Recombinant Hck-YEEI plus Nef, Z-Lyte FRET kinase assay; inhibition, % at 20 µM; hit rate 0.68% among 220,000;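 active means Hck-Nef kinase inhibition above about 50%, limit read from the data; inactive means inhibition below that limit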;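 further: 0% = DMSO with Hck plus Nef and 100% = Hck alone without Nef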
KCC2 mod – KCC2 (human) Cl- transport modulation; Q9H2X9; KCC2 cells, thallium flux FluoZin-2 fluorescence; B-score of Tl+ flux slope (higher = more flux/activation; lower = inhibition) at 10 µM; hit rate 2.2% among 190,000; AID 1456;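 active means thallium flux slope and its plate-corrected score both differing from the plate sample mean at a set confidence after two filtering rounds, in either direction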;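 further: slope of fluorescence scaled to starting intensity during 10 to 20 s after thallium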
FXIa inh – blocks human coagulation factor XIa protease activity. purified FXIa, Boc-Glu-Ala-Arg-AMC fluorogenic substrate. inhibition, % at 5 µM. hit rate 0.14% among 220,000. AID 798;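 active means inhibition of at least 40%; inactive means inhibition below 40%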;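 further: fluorescence of freed AMC excited at 355 nm; 0% = enzyme without compound and 100% = no enzyme blank; many of its hits are not listed in these tables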
Rad51 HR inh – blocks human Rad51 in homologous recombination | AID 1385 | hit rate 0.085% among 200,000 | inhibition, % at 10 µM | Q06609 | hRad51 DNA strand exchange, fluorescence dequenching;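 active means inhibition above 40% at the single screening dose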;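 further: 0% = DMSO control wells and 100% = blanks with heterologous ssDNA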
Target sequence (Q06609 whole entry, looked up): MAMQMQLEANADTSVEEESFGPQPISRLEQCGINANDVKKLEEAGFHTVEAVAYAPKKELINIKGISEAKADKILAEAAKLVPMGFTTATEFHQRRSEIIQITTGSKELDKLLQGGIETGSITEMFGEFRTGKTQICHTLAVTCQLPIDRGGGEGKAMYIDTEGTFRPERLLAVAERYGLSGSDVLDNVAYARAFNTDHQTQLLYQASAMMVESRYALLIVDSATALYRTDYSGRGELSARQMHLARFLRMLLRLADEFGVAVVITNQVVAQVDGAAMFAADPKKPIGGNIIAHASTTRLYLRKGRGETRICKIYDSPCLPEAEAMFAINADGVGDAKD
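Material: hRad51 filaments on single-stranded DNA; Reagent: Donor/quencher-labelled 47-bp dsDNA substrate; Compound: 10 µM final, single point; Schedule: 37 °C 15-min filament assembly, 30-min compound preincubation, 15-min exchange; Technique: FRET fluorescence, excitation 485 nm, emission 520 nm; Benchmarks: control wells and blank wells on each plate.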
TNF death inh – blocks TNF-alpha induced death of Jurkat FADD-/- cells; Jurkat FADD-/- TNF necroptosis rescue, ATP luminescence, 24 h; 0 = TNF only, 100 = no-TNF cells; activation (protection from cell death), % at 10 µM; hit rate 0.068% among 220,000; AID 463075;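 active means activation, meaning protection from cell death, of at least 50% relative to plate controls; inactive means activation below 50%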;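 further: necroptosis triggered by 40 ng/mL TNF-alpha added together with compound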
zVAD death inh – L929 zVAD cell death inhibition. L929 zVAD necroptosis rescue, ATP luminescence, 24 h; with zVAD 60 µM. viability rescue, % at 10 µM. hit rate 0.38% among 220,000. AID 1377;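 active means activation, scaled between plate controls, above about 75%, limit read from the data; inactive means activation under that limit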;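 further: 0% = zVAD with DMSO and 100% = DMSO alone without zVAD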
FXIIa inh 1536 – factor XIIa (human) inhibition | inhibition, % at 5 µM | hit rate 0.3% among 220,000 | purified FXIIa, Boc-QGR-AMC fluorogenic substrate, 2 h | P00748; in the data active means inhibition above about 40%;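 further: 0% = enzyme with no compound and 100% = blank without enzyme; many of its hits are not listed in these tables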
Target sequence (P00748 20-372 limits assumed): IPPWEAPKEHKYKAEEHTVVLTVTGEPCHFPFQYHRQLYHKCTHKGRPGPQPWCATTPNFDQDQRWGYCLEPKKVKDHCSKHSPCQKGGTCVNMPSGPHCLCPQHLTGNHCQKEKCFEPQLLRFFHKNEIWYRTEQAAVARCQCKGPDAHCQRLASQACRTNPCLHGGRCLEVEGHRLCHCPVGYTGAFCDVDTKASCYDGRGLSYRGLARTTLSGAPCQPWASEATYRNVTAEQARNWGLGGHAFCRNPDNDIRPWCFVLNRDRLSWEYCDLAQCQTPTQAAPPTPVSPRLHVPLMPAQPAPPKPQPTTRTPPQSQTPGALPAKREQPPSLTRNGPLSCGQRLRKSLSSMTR
Target sequence (P00748 373-615 limits assumed): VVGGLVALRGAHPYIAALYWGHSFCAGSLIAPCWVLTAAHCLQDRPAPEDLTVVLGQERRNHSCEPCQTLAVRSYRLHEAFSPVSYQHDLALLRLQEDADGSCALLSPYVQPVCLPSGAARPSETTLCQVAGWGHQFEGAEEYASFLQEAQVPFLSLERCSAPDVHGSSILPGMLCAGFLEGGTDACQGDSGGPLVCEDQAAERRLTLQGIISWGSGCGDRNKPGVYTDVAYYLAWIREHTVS
KLK5 inh – kallikrein 5 (human) inhibition; hit rate 0.59% among 210,000; recombinant hK5, fluorogenic AMC substrate cleavage; AID 873; inhibition, % at 5 µM; Q9Y337;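 active means inhibition of 40% or more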;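 further: 0% = enzyme controls without compound and 100% = no-enzyme blanks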
Thrombin inh – inhibitors of human thrombin; P00734; alpha-thrombin, Boc-VPR-AMC fluorogenic substrate cleavage; inhibition, % at 5 µM; AID 1046; hit rate 0.26% among 220,000;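 active means inhibition at or above 40%; inactive means inhibition below 40%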;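 further: 0% = enzyme with no compound and 100% = wells without enzyme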
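Material: human alpha-thrombin enzyme / Medium: pH 7.5 Tris (50 mM) with NaCl 150 mM, Tween 20 0.05% / Compound: single-point dosing at 5 µM, 0.2% DMSO / Incubation: enzyme reaction carried out at room temperature / Detection: AMC fluorescence, 355/460 nm / Read-out basis: percent inhibition scaled between no-compound controls and no-enzyme blanks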
* = called active by the depositor; x = no result given. These rows are one share of the data; count on the stated rates, not on these rows.

Each structure is followed by: zVAD death inh	KCC2 mod	FXIa inh	KLK5 inh	Thrombin inh	Rad51 HR inh	Hck Nef HTS	TNF death inh	FXIIa inh 1536
- CCc1nnc(NC(=O)CSc2ncc(-c3ccccc3)[nH]2)s1
  0.0	-0.0405	10.2	62.9*	12.1	-0.5	8.5	-0.1	-1.1
- CN(C1CCCCC1)S(=O)(=O)c1ccc2c(c1)c(=O)c(C(=O)N1CCc3ccccc3C1)cn2C
  0.3	-0.541	-0.2	-28.5	-9.5	-1.0	0.8	2.4	21.9
- Cc1ccc2oc(=O)n(CCOc3ccccc3Cl)c2c1
  1.2	0.66	-5.2	-5.4	-5.4	-1.3	13.9	0.4	5.9
- CCN(CC(=O)NCc1cccs1)c1ccc(S(=O)(=O)N2CCOCC2)cn1
  0.1	x	-3.5	1.4	0.5	-2.5	0.6	0.9	6.7
- O=C(CCSc1nc2ccccc2o1)N1CCOCC1
  0.3	-0.63	0.4	-22.4	0.3	21.2	0.2	-0.7	12.2
- Cc1ccc(-n2c(=O)c3c(n4cnnc24)-c2ccccc2CC32CCCCC2)cc1
  -0.1	-1.31	0.3	-15.5	-8.8	15.0	-1.2	-2.6	6.7
- Cn1c(=O)[nH]c(=O)c2c1nc(CN(Cc1ccccc1)Cc1ccccc1)n2CCN1CCOCC1
  -0.2	0.0295	3.8	-9.5	1.8	-6.3	2.8	-6.5	15.6
- O=C(NCCCN1CCOCC1)NC12CC3CC(CC(C3)C1)C2
  1.1	-0.685	-6.9	-0.9	-2.9	1.6	1.5	2.8	1.4
- COc1cc(O)c(C(CCN2CCCC(C)C2)c2ccc3c(c2)OCO3)c(OC)c1 (stereo not drawn)
  -0.7	0.535	1.8	3.5	5.0	-27.2	36.1	2.8	13.1
- Cc1ccc(/C=C/C(=O)c2c(C)nc3ccccn23)cc1
  0.1	-0.183	-4.4	-1.5	-2.8	-1.5	-0.6	-15.8	5.9
- NS(=O)(=O)c1cc2c(cc1Cl)NC(Cc1ccccc1)NS2(=O)=O (stereo not drawn)
  0.0	-0.398	1.1	2.0	6.1	-1.0	-4.3	-2.5	3.8
- Cc1ccccc1C(=O)Nc1ccc(Cl)cn1
  0.7	-2.7	4.7	-8.7	2.8	-7.7	-1.0	-3.6	8.9
- O=C1NCCCc2c1oc1cc(Br)c(O)c(Br)c21
  32.2	0.163	4.7	-11.2	0.7	3.0	-5.0	2.5	-5.6
- O=C(NCC1CCCO1)/C(=C\c1ccccc1)NC(=O)c1ccccc1 (stereo not drawn)
  19.9	-0.0726	-0.7	2.9	1.2	-1.0	15.3	-0.6	11.2
- CCOC(=O)C1CCCN(C(=O)Cc2ccc(C)cc2)C1 (stereo not drawn)
  0.3	x	-1.8	-22.5	-7.7	-3.7	2.3	-0.2	15.4
- Cc1csc2ncc(C(=O)NCc3ccccn3)c(=O)n12
  2.4	0.104	0.5	-6.2	-3.8	3.6	-0.4	2.0	3.6
- CCOC(=O)c1[nH]c2ccc(Cl)cc2c1NC(=O)/C=C/c1ccc2c(c1)OCO2
  0.7	-0.0426	8.1	1.9	-2.6	4.2	4.7	2.3	11.9
- COCCN(C(=O)CC1C(=O)NCCN1Cc1ccc(-c2ccccc2)cc1)C(C)C (stereo not drawn)
  -0.5	-0.0925	-3.7	x	-3.8	x	-7.7	0.9	3.1
- O=C(O)c1ccc(/C=N/N2CCN(Cc3ccc(Cl)cc3)CC2)cc1
  0.1	0.244	-0.3	2.9	-5.7	-3.2	17.9	-0.3	11.6
- C=CCOc1c(CNc2ccc3[nH]c(=O)[nH]c3c2)cccc1OC
  -0.4	-1.44	-4.4	-2.2	-2.5	x	24.6	-2.2	6.1
- O=C(NCc1ccco1)c1cnn2c1NC(c1ccccc1)CC2C(F)(F)F (stereo not drawn)
  1.8	x	10.3	-10.2	4.7	2.2	1.2	-2.4	19.7
- CSc1ccc(CNCC(O)c2ccccc2)cc1 (stereo not drawn)
  0.2	0.587	-2.6	-0.6	-5.2	-55.5	-6.7	3.2	x
- CCn1nnnc1-c1ccc(OC)c(S(=O)(=O)NCCc2ccccc2)c1
  0.0	-1.3	20.4	-2.7	2.8	0.3	-3.6	2.2	24.5
- CCc1ccc2oc(-c3ccc(OC)cc3)cc(=Nc3c(C)n(C)n(-c4ccccc4)c3=O)c2c1
  -1.4	-1.71	-1.1	-1.1	33.7	-1.9	23.1	0.0	7.5
- COc1cc(C(c2c(C)[nH][nH]c2=O)c2c(C)[nH][nH]c2=O)cc(OC)c1OC
  -1.0	-0.699	5.2	24.3	22.4	-4.2	7.7	-0.7	18.3
- Cc1ccc(C2CC(=O)C=C(NCC(C)C)C2)cc1 (stereo not drawn)
  -0.6	-0.554	10.2	-4.1	5.2	x	2.9	0.9	14.3
- COC(=O)C1C(O)=C(C=Nc2cccc3ccccc23)C(=O)CC1(C)C (stereo not drawn)
  -0.8	-0.54	3.2	3.4	1.9	15.1	23.6	-18.0	8.2
- COc1ccc(Br)cc1C(=O)NCc1cccnc1
  0.4	1	-9.7	-15.5	-0.8	-2.0	13.1	-0.6	9.1
- CCCC1=C(C(=O)OCC)C(c2cc(Cl)cc(OC)c2OCc2ccccc2)NC(=O)N1 (stereo not drawn)
  0.2	x	2.4	-4.8	10.6	4.1	0.4	-0.8	10.8
- O=C(Nc1cccnc1)C1CCCN1S(=O)(=O)c1ccc(Cl)c(Cl)c1 (stereo not drawn)
  0.4	0.276	-8.8	1.3	-0.3	-6.4	7.1	-2.0	-14.2
- CCCOC(=O)c1c(NC(=O)C2CCCO2)sc(C(=O)OC)c1C (stereo not drawn)
  0.4	0.238	10.2	-1.9	0.7	x	22.6	1.8	13.5
- O=C(Cc1ccccc1)c1c[nH]c(C(=O)NCc2ccncc2)c1
  0.6	-0.0473	1.8	-1.9	x	-0.2	27.5	0.8	8.0
- Cc1ccc(S(=O)(=O)c2c(C)nn(C(C)(C)C)c2OC(=O)C(C)(C)C)cc1
  1.6	-0.901	2.3	1.3	16.2	-6.2	0.0	0.3	13.8
- CC(Cc1ccccc1)C(=O)N(C)Cc1ccccc1 (stereo not drawn)
  2.7	-0.336	1.0	-7.7	4.1	3.8	-5.5	6.6	12.7
- O=C1CC(c2ccc(Cl)cc2)CC(O)=C1C=NCc1ccc(Cl)c(Cl)c1 (stereo not drawn)
  0.5	1.7	2.0	-19.7	-5.6	-4.7	0.2	-0.8	4.2
- Cc1cccc(C(=O)NCCc2csc(C)n2)c1
  0.6	x	3.1	-2.1	-2.5	0.0	0.2	1.2	12.1
- N#Cc1ccc(C(=O)Nc2nnc(-c3ccco3)o2)cc1
  -0.6	-0.246	-0.8	-0.5	-9.0	7.4	13.6	-1.1	9.0
- Clc1cccc(Oc2cnc3ccccc3n2)c1
  0.4	0.963	-6.4	-4.7	-3.7	-10.9	-0.3	-2.4	12.7
- CC(C)(C)C(=O)N1CCC(O)(CS(=O)(=O)Cc2ccc(Cl)cc2)CC1
  -0.1	x	-3.5	2.2	1.7	6.0	0.0	-1.6	-5.0
- COc1cccc(N=c2oc3c(C)ncc(CO)c3cc2C(=O)Nc2ccccc2OC)c1
  0.1	x	-4.8	-12.5	2.3	x	29.9	-3.8	15.3
- COc1cc(CC(=O)Nc2ccccc2N2CCOCC2)cc(OC)c1OC
  0.8	0.209	3.5	0.3	x	3.1	18.9	1.8	6.6
- CCOc1ccc(C(=O)NC(=S)Nc2ccc(NC(=O)C(C)C)cc2)cc1[N+](=O)[O-]
  x	0.555	2.6	-15.1	-3.0	18.9	5.7	4.1	9.8
- O=C(/C=C/Nc1ccc(F)cc1Br)c1ccccc1
  1.2	1.24	9.9	-5.7	1.4	4.1	3.1	-1.6	21.0
- CC1Oc2ccccc2C=C1/C=N/NC(=O)[C@@H](C)NC(=O)OC(C)(C)C (stereo partly drawn)
  4.7	0.565	5.3	-3.7	-3.3	9.2	11.1	2.0	8.0
- CC(=O)Nc1ccc(S(=O)(=O)NC(CC(=O)NC2CCCCC2C)C(C)C)cc1 (stereo not drawn)
  -0.3	0.722	-0.9	-10.1	4.3	1.4	2.1	-0.1	17.9
- Cc1ccc(-n2ncc3c(SCc4ccccn4)ncnc32)c(C)c1
  -0.5	-1.95	-7.0	-16.4	-2.1	16.9	-6.6	-0.6	-0.9
- CC12CCC(C(=O)N(CC(O)CN3CCN(Cc4ccccc4)CC3)C1=O)C2(C)C (stereo not drawn)
  1.4	-1.09	-1.5	1.8	-1.4	15.9	6.8	5.1	-0.6
- CCCC1(C(=O)OCC)NC(c2ccc(OC)cc2OC)C2C(=O)N(c3ccc4c(c3)OCCO4)C(=O)C21 (stereo not drawn)
  -0.7	-0.182	-9.0	0.7	2.4	6.2	11.3	-0.4	9.6
- Cc1ccc(/C=N\NC(=O)CCc2n[nH]c(=O)[nH]c2=O)o1
  -0.5	0.0386	-5.4	-10.3	-2.2	7.6	-2.2	0.0	1.2
- O=C(COC(=O)C1(c2cccc(F)c2)CCCC1)NCc1ccc2c(c1)OCO2
  0.1	-1.07	0.4	-5.3	-2.2	1.5	5.9	0.9	-5.9
- CCNC(=O)NC(=O)COC(=O)CCCc1nc2ccccc2s1
  0.7	-0.13	-0.3	5.2	-3.8	1.4	12.2	-1.0	10.9
- Cc1ccnc(NC(=O)C2CCC(CNc3c(N4CCCC4)c(=O)c3=O)CC2)c1 (stereo not drawn)
  1.6	-0.104	-9.7	-4.5	-4.7	-0.4	21.7	4.8	8.5
- O=C(c1cccc([N+](=O)[O-])c1)N1CCN(c2cccc(Cl)c2)CC1
  1.6	-0.852	5.0	-14.3	-6.9	-5.7	2.2	-3.8	13.2

Screening results (PubChem BioAssay)
